Compound activity deposited in PubChem by Emory University Molecular Libraries Screening Center.
14-3-3g Raf – modulators of 14-3-3 gamma protein binding, primary screen, biochemical, fluorescence polarization | 14-3-3 protein gamma (Homo sapiens), P61981 | FP, 14-3-3gamma / TMR-pS259-Raf peptide binding | inhibition, % at 40 µM | hit rate 0.19% among 160,000; in the data active means inhibition above about 30%;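 further: 0% = protein plus tracer without compound and 100% = blank with tracer alone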
Target sequence (P61981 whole entry, looked up): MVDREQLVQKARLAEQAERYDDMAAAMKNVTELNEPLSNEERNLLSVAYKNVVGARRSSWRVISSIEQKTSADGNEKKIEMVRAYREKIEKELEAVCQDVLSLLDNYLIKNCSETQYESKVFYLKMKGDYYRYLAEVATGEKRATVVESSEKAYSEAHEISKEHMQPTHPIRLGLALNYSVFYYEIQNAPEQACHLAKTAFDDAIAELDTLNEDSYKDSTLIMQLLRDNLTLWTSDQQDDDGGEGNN
Starred values were filed as active, the others as inactive; & = joins results of further samples.

SMILES	14-3-3g Raf
CC1Cc2nc(SCC(=O)Nc3cccc(F)c3)n(Cc3ccccc3)c(=O)c2S1 (centres undefined)	16
Cc1ccc(S(=O)(=O)NC2CCOC(C)(C)C2)cc1 (centres undefined)	-5&7
COc1cccc(CNn2cnnc2)c1OCc1ccccc1F	2
Cc1ccc(S(=O)(=O)Nc2ccccc2CNc2c(C)n(C)n(-c3ccccc3)c2=O)cc1	0&-9
COc1ccc(C(=O)c2oc3nc(C)cc(C)c3c2N)cc1	-5
Cc1cccnc1NC(=O)c1cc2ccccc2oc1=O	0
O=C(Cc1ccc(F)cc1)Nc1cnc2ccccc2c1	-6
COc1cc(NS(=O)(=O)c2ccc(NC(=O)c3ccccc3I)cc2)ncn1	-16
COc1ccccc1N(CCCN1C(=O)c2cccc3cccc(c23)C1=O)C(=O)C12CC3CC(CC(C3)C1)C2	3
COc1ccc(C(=O)CSc2nnc(-c3cccnc3)n2Cc2ccco2)cc1	-8
CCOc1ccc(C(=O)OCc2nnc(-c3cccs3)o2)cc1OC	-4
COCCn1c(=N)c(C(=O)NC(C)c2ccccc2)cc2c(=O)n3cccc(C)c3nc21 (centres undefined)	-3
CCOC(=O)c1sc2nc(SCC#N)n(Cc3ccc(C)cc3)c(=O)c2c1C	-57
Cc1cc(NC(=O)Nc2cccs2)no1	4
COc1cc(OC)c(OC)cc1CN1CCN(C(=O)c2ccco2)CC1	-11
COC(=O)Cc1c(C)nc2nc[nH]n2c1=O	-2
O=C(NCc1ccc2c(c1)OCO2)c1nnc(Cc2ccc(F)cc2)o1	2
CCN(CC)C(=O)CSc1nc2ncc(Br)cc2[nH]1	-6
CCOc1ccc(N2CC(C(=O)OC)CC2=O)cc1 (centres undefined)	-13
Cc1c(NC(=O)C(C)OC(=O)C(NC(=O)c2ccco2)C(C)C)c(=O)n(-c2ccccc2)n1C (centres undefined)	-5
CN(C)CCNC(=O)NCC12CC3CC(CC(C3)C1)C2	5
COc1ccc(C(NC(C)=O)c2cc(Cl)c3cccnc3c2O)cc1 (centres undefined)	-1
CSc1nnc2n(Cc3ccccc3)c(=O)c3c4c(sc3n12)CC(C(C)(C)C)CC4 (centres undefined)	-3
O=C(Nc1ccc2c(c1)OCO2)c1cc(-c2ccc(Br)cc2)on1	-47
COc1ccc(NC(=O)Nc2cccc3cccnc23)cc1	-3

A second format for 20 compounds above.
structure,14-3-3g Raf
Cc1cccnc1NC(=O)c1cc2ccccc2oc1=O,0
O=C(Cc1ccc(F)cc1)Nc1cnc2ccccc2c1,-6
COc1cc(NS(=O)(=O)c2ccc(NC(=O)c3ccccc3I)cc2)ncn1,-16
COc1ccccc1N(CCCN1C(=O)c2cccc3cccc(c23)C1=O)C(=O)C12CC3CC(CC(C3)C1)C2,3
COc1ccc(C(=O)CSc2nnc(-c3cccnc3)n2Cc2ccco2)cc1,-8
CCOc1ccc(C(=O)OCc2nnc(-c3cccs3)o2)cc1OC,-4
COCCn1c(=N)c(C(=O)NC(C)c2ccccc2)cc2c(=O)n3cccc(C)c3nc21 (centres undefined),-3
CCOC(=O)c1sc2nc(SCC#N)n(Cc3ccc(C)cc3)c(=O)c2c1C,-57
Cc1cc(NC(=O)Nc2cccs2)no1,4
COc1cc(OC)c(OC)cc1CN1CCN(C(=O)c2ccco2)CC1,-11
COC(=O)Cc1c(C)nc2nc[nH]n2c1=O,-2
O=C(NCc1ccc2c(c1)OCO2)c1nnc(Cc2ccc(F)cc2)o1,2
CCN(CC)C(=O)CSc1nc2ncc(Br)cc2[nH]1,-6
CCOc1ccc(N2CC(C(=O)OC)CC2=O)cc1 (centres undefined),-13
Cc1c(NC(=O)C(C)OC(=O)C(NC(=O)c2ccco2)C(C)C)c(=O)n(-c2ccccc2)n1C (centres undefined),-5
CN(C)CCNC(=O)NCC12CC3CC(CC(C3)C1)C2,5
COc1ccc(C(NC(C)=O)c2cc(Cl)c3cccnc3c2O)cc1 (centres undefined),-1
CSc1nnc2n(Cc3ccccc3)c(=O)c3c4c(sc3n12)CC(C(C)(C)C)CC4 (centres undefined),-3
O=C(Nc1ccc2c(c1)OCO2)c1cc(-c2ccc(Br)cc2)on1,-47
COc1ccc(NC(=O)Nc2cccc3cccnc23)cc1,-3

Further records follow.
SMILES	14-3-3g Raf
CC(C)(C)NC(=O)C(c1ccncc1)N(Cc1cccs1)C(=O)Cn1nnc(-c2cccs2)n1 (centres undefined)	-12
CC(=O)Nc1nonc1-c1nc2ccccc2n1Cc1ccc(Br)cc1	-11
COc1ccc(C2C=C(c3ccccc3)Nc3nnnn32)cc1 (centres undefined)	1
CCN(CC)CCCCCOc1ccccc1OC	0
O=c1[nH]c2c(s1)C(c1ccc(Cl)cc1)C1C3CCC(C3)C1S2 (centres undefined)	-35
Cc1ccc(NC(=O)CCCN2C(=O)c3ccccc3C2=O)cc1	6
Cc1cc(C)n(CNc2nc(C(F)(F)F)cs2)n1	-2
CC(N)=Nc1ccc([N+](=O)[O-])cc1	0
CCCCNC(=O)C1c2ccccc2C(=O)N(c2ccc(OC)cc2)C1c1ccc(OC)cc1 (centres undefined)	-5
COc1ccc(-n2cc(-c3ccccc3)c3c(NCCO)ncnc32)cc1	1
O=C(NCc1ccc2c(c1)OCO2)C(Cc1ccccc1)NS(=O)(=O)c1ccc(Br)s1 (centres undefined)	-37
O=C(OCC(=O)N1CCc2ccccc21)c1ccc[n+]([O-])c1	-8
CCOC(=O)c1c(C)n(C)c2ccc(OC)c(NC(=O)CN3CCSCC3)c12	-6
Cc1nn(C)c(C)c1CNC(=O)c1cnn2c1NC(c1ccccc1)CC2C(F)(F)F (centres undefined)	-7
CCCc1cc(=O)oc2cc(C)c3c(-c4ccccc4)c(C)oc3c12	-4
CS(=O)(=O)N(CC(=O)N1CCCCCC1)c1ccc(Br)cc1	-1
Cc1ccc(CNC(=O)c2ccc3c(=O)[nH]c4c(C(=O)NCC5CCCO5)sc(=S)n4c3c2)cc1 (centres undefined)	-10
COCCNC(=O)c1cc(=O)[nH]c2ccc(S(=O)(=O)N3CCCCCC3)cc12	-4
O=C(Nc1cccnc1Cl)C1c2ccccc2Oc2ccccc21	-6
O=C(COc1ccccc1N1CC(C(=O)O)CC1=O)Nc1ccc(Cl)cc1 (centres undefined)	-2
CCCCSc1nc2c(c(=O)n1C1CCOC(C)(C)C1)C1(CCCC1)Cc1ccccc1-2 (centres undefined)	-21
CCN(CC)C1=C(C(=O)c2ccccc2)N(CC(=O)c2ccc([N+](=O)[O-])cc2)S(=O)(=O)c2ccccc21	-18
CCOC(=O)c1c(N)nn(C(=O)CC)c1-c1ccccc1	-8
CCCOC(=O)C1C2C=CC3(CN(c4cccc(Cl)c4)C(=O)C13)O2 (centres undefined)	2
CCOC(=O)C(NC(=O)Nc1ccc(F)cc1)(OCC)C(F)(F)F (centres undefined)	-3
Additional compounds
SMILES	14-3-3g Raf
CCN(C(=O)CS(=O)(=O)c1cccc2nsnc12)c1cccc(C)c1	3
O=C(O)CCC(=O)N1c2ccccc2NC2=C(C(=O)CC(c3ccc(F)cc3)C2)C1c1cccnc1 (centres undefined)	-1
O=C(COc1ncnc2sccc12)N1CCc2ccccc2C1	-6
COC(=O)Nc1ncc(CN2CCc3ccccc3C2)s1	-16
Cc1ccccc1OCC(=O)Nc1ccc(-c2cc3ccccc3oc2=O)c(C)c1	-2
Cc1cc(C(=O)n2ccc(C(=O)N3CCCCC3)n2)ccc1[N+](=O)[O-]	-6
Cc1cccc(NC(=O)C2C3C=CC4(O3)C2C(=O)N(C2CCCCCCC2)C4C(=O)NC2CCCCC2C)c1 (centres undefined)	-5
O=S(=O)(c1cccc2cccnc12)N1CC=C(c2ccccc2)CC1	-24
COc1cc([N+](=O)[O-])ccc1CC#N	-3
O=C(COC(=O)c1cnccn1)c1ccc(Oc2ccc([N+](=O)[O-])cc2)cc1	-8
CCn1c2ccccc2c2nnc(SCC(=O)NC(CC(C)C)C(=O)OC)nc21 (centres undefined)	-6
COCC1=C(C(=O)OC)C(c2ccc(Cl)cc2)n2nnnc2N1 (centres undefined)	-4
O=C1CCCC2=C1C(c1ccc(Cl)cc1)n1nc(SCc3ccccc3F)nc1N2 (centres undefined)	2
CCc1nn(CC(=O)NCCCN(CC)Cc2ccccc2)c(=O)c2cc3sccc3n12	-8
O=C1c2ccccc2NC(c2cccc(F)c2)N1Cc1ccco1 (centres undefined)	-2
O=C(Cc1ccccc1)N1CCCC(c2nc(-c3cccs3)no2)C1 (centres undefined)	-3
COc1ccc(Oc2coc3cc(OC(=O)c4cc(OC)c(OC)c(OC)c4)ccc3c2=O)cc1	0
Cc1nc2sc(C(c3ccco3)N3CCN(C(=O)c4ccco4)CC3)c(O)n2n1 (centres undefined)	-2
Cc1ccc(CN(CC(=O)Nc2cccc(F)c2)S(=O)(=O)c2ccc(C)cc2)cc1	-2
O=C(C1CC1)N1CCc2cc(S(=O)(=O)N3CCN(c4ccccc4)CC3)ccc21	0
C=C(Cl)COC(=O)[C@H]1C2C=CC(C2)C1C(=O)O (some centres undefined)	-5
Cc1nn(C)c(C)c1N=Cc1c(O)ccc2ccccc12	-1
COCCCNC(=O)C1CCN(S(=O)(=O)N2CCCC2)CC1	10
O=C(NCc1ccco1)c1cccc(S(=O)(=O)N2CCOCC2)c1	0
COC(=O)c1ccc(Cn2nc(C)c(Br)c2C)cc1	-6
Going on with the list.
SMILES	14-3-3g Raf
O=C1CCc2cc(S(=O)(=O)NC(C(=O)NCc3cccnc3)c3ccccc3)ccc2N1 (centres undefined)	-6
Cc1cc(OCC(=O)Nc2ccc3c(c2)C(=O)c2ccccc2C3=O)cc(C)c1Cl	-11
COc1ccc(N(CC(=O)Nc2ccccc2)S(=O)(=O)c2ccccc2)c(OC)c1	4
CN(C)c1cc(Nc2ccc(Br)cc2)c([N+](=O)[O-])c2nonc12	-10
O=S(=O)(c1ccc(Br)s1)N1CCCCC1	-12&-11
CCn1cc(C(=O)N2CCCCC2)c(=O)c2cc(S(=O)(=O)N3CCC(C)CC3)ccc21	0&10
CCCOC(=O)c1ccc(NC(=O)COc2ccccc2)cc1	-8
CCCCN(C)S(=O)(=O)c1ccc2c(c1)oc(=O)n2C	-3
COc1ccc(N2C(=O)CCC(C(=O)Nc3cnc4ccccc4c3)C2c2ccc(F)cc2)cc1 (centres undefined)	-3
CCOC(=O)c1cccc(N2C(=O)C3C4c5ccccc5C(C)(c5ccccc54)C3C2=O)c1 (centres undefined)	9
Cc1ccc(NS(=O)(=O)c2cccc3c(S(=O)(=O)Nc4ccc(C)cc4)cccc23)cc1	-16
CC1CCc2c(sc(NC(=O)c3ccc(S(=O)(=O)N4CC(C)CC(C)C4)cc3)c2C#N)C1 (centres undefined)	-16
Cc1ccc2c(c1)[C@@H]1CN(C)CC[C@@H]1N2S(=O)(=O)c1ccc(F)cc1	0
Cc1nc(CNS(=O)(=O)c2ccccc2F)cs1	-1
COc1cc2c(cc1OC)C1C(C(=O)N3CCOCC3)c3ccccc3C(=O)N1CC2 (centres undefined)	-2
CC1CCc2cc(F)ccc2N1C(=O)c1ccc(N2CC3CC(C2)c2cccc(=O)n2C3)c(NC(=O)c2ccncc2)c1 (centres undefined)	12
O=S(=O)(c1ccc(S(=O)(=O)N2CCCC2)cc1)N1CCCCCC1	4
Oc1ccc(C(c2c[nH]c3ccccc23)c2c[nH]c3ccccc23)cc1O	-158
Cc1cc(OCC(O)CN2C(=O)NC(C)(C)C2=O)ccc1C(C)C (centres undefined)	-6
Cc1ccc(NS(=O)(=O)c2cc(C(=O)Nc3cccc(C(=O)O)c3)ccc2C)cc1	-7
CCOc1ccc(C(=O)CN2CCN(S(=O)(=O)c3ccc(Br)cc3)CC2)cc1	-8
COC(=O)C1C(=O)C2=C(CC1C)NC(C)=C(C(=O)OC1CCCCC1)C2c1ccccc1F (centres undefined)	-3
CCOC(=O)Cc1cnc(NC(=O)Cn2nnc(-c3ccc(OCC)cc3)n2)s1	-10
Cc1ccc(NC(=O)c2ccc(NC(=O)CCS(=O)(=O)c3cccs3)cc2)cc1	-9
O=S(=O)(c1cccc2ccccc12)n1nnc2ccccc21	1
(further entries)
SMILES	14-3-3g Raf
COc1ccc(C(=O)Oc2ccc3c(c2)OCC3=O)cc1OC	-55
COCCCN1C(=O)C(=O)/C(=C(/O)c2ccccc2)C1c1cccc(F)c1 (centres undefined)	4
CC(C)CCn1c(N)nc2c1c(=O)[nH]c(=O)n2C	12
Cc1ccccc1-n1c(SCC(=O)Nc2ccc(Cl)cc2)nc2[nH]ncc2c1=O	-1
CCN(CC)c1cc(C)c2cc(NC(=O)c3cc(OC)c(OC)c(OC)c3)ccc2n1	-6
CC1(C)NC(=O)N(CC(O)COc2ccc(C(C)(C)C)cc2)C1=O (centres undefined)	1
COc1ccc(NC(=O)C2(S(=O)(=O)c3ccc(Cl)cc3)CC2)cc1Cl	-8
Cc1c(N2C(=O)c3cccc4cccc(c34)C2=O)c(=O)n(-c2ccccc2)n1C	-6
CC(C)c1ccc(OCCCCCN2CCOCC2)cc1	3
COc1ccc(C2CC(C(F)(F)F)n3ncc(C(=O)O)c3N2)cc1OC (centres undefined)	-3
Oc1ccc(Br)cc1C=Nc1cc(Br)c2c(c1)OCCO2	4
COc1ccc(Cn2nnnc2C(c2ccccn2)N2CCN(c3cc(Cl)ccc3C)CC2)cc1 (centres undefined)	4
O=C(Nc1cccnc1Cl)c1cnn2c(C(F)(F)F)cc(-c3ccc(Br)cc3)nc12	-2
N#Cc1nc(-c2ccc(OCc3ccccc3)cc2)oc1NCCN1CCOCC1	-2
Cc1ccc(S(=O)(=O)n2ccnc2)cc1C	3
Cc1cc(C)n(-c2nc3ccccc3n3cnnc23)n1	-8
COc1ccc(-n2nc(C(=O)NCC(=O)N3CCOCC3)c3ccccc3c2=O)c(OC)c1	-5

A portion of the library; count on the stated rates, not on these rows.
